mHTT-CaM PPI inh – inhibitors of human mutant huntingtin-calmodulin interaction; AlphaScreen His-mHTT/GST-CaM binding, luminescence; inhibition, % at 15 µM; 3.6% of 190,000 active;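 also: 0% = both proteins with DMSO and 100% = one protein alone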
Pf apPOL inh – Pf-apPOL DNA polymerase inhibition | Recombinant Pf-apPOL, molecular beacon fluorescence, 1.5 h | inhibition, % at 10 µM | 0.25% of 210,000 active | AID 1794808
Active calls of the source: *; / = not tested or not shown; & = joins results of further samples. Rule as the data show it: active = inhibition above about 50%; inactive = the rest. A portion of the library (hit frequency here may not be typical).

Below each compound – mHTT-CaM PPI inh | Pf apPOL inh
O=C(Nc1ccccc1)C1CCc2nc(N3CCCCC3)ncc2C1 (configuration not stated)
→ 3 | -2
CCc1ccc(CNC(=O)C2CCCN(c3nccc4c(C)nn(C)c34)C2)cc1 (configuration not stated)
→ 3 | -4
CCOC(=O)c1cnc(NCc2ccccc2)s1
→ / | -40
Cc1ccc(S(=O)(=O)c2nc(-c3ccccc3F)oc2N2CCOCC2)cc1
→ 4 | -5
CCCN(CCC)CCNC(=O)c1cn(C)c(=O)c2c1c1ccccc1n2C
→ -6 | -7
CCCCC1(c2ccccc2)SC(NC(C)=O)=NN1C(C)=O (configuration not stated)
→ 0 | -3
Cc1ccc(N2C(=O)CSC2c2cccc([N+](=O)[O-])c2)cc1Cl (configuration not stated)
→ 15 | 3
CC1=NN(c2ccccc2)C(=O)/C1=C/c1ccc(Cl)cc1Cl
→ 38 | -1
Cc1ccc(C2C(CN3CCOCC3)=C(c3ccccc3)Oc3ccccc32)cc1 (configuration not stated)
→ 25 | 0
CCOc1ccc(NC(C)=O)cc1N=Cc1ccc(C#Cc2ccccc2)cc1
→ -21 | -3
CCCCN1C[C@H](c2ccc(OC)cc2)[C@@H](CC(=O)Nc2ccc(Br)cc2)C1=O
→ 20 | -7
Cc1ccc(NC(=O)N2CCC3(CC2)NC(=O)c2cc(F)ccc2N3C)cc1C
→ 3 | -3
O=C1CCc2cc(NC(=O)c3ccc(C(F)(F)F)cc3)ccc2N1
→ 4 | -25
COc1cccc(-n2ccnc2SCC(=O)Nc2cc(C)on2)c1
→ 2 | 5
O=C(NC1CC1)c1cn(-c2cccc(F)c2)nn1
→ -6 | -1
CC1CCN(C(=O)C2CCN(c3nc4ccccc4o3)CC2)CC1
→ 3 | -22
CNc1nc(OCC(F)(F)F)nc(N2CCCCC2c2cccnc2)n1 (configuration not stated)
→ 3 | -8
COc1ccccc1C1=NOC(C(=O)NC(C)(C)C)C1 (configuration not stated)
→ -5 | -6
CC(C)Cn1c(=O)c(N2CCN(C(=O)Cc3ccccc3)CC2)nc2ccncc21
→ 3 | -6
CSc1cccc(NC(=O)CCN2C(=O)c3ccncc3C2=O)c1
→ 2 | -1
COC(=O)c1ccc(NC(=O)c2oc(C)nc2C)cc1
→ 4 | -1
Cc1ccc(NC(=O)COc2cc(C)nc(N3CCCCC3)n2)c(Br)c1
→ -7 | 1
O=C(CSc1nnc(CNC(=O)c2c(F)cccc2Cl)o1)NCc1ccccc1
→ -4 | -1
CCn1ccc2c(cc(C(=O)NCc3cc(F)cc(F)c3)n2C)c1=O
→ -1 | -2
O=S(=O)(N=C(Nc1ccccn1)c1ccccc1)c1ccc(Cl)cc1
→ -1 | 1
Cc1cccc(NC(=O)Cc2ccc(F)cc2)c1
→ -10 | -6
Cc1noc(COC2CCN(S(=O)(=O)c3ccccc3)CC2)n1
→ 2 | -5
O=C(C1CCN(c2nc3cccnc3s2)CC1)N1CCc2ccccc2C1
→ -1 | -4
N#CC(c1ccc(Cl)cc1)N1CCOCC1 (configuration not stated)
→ / | 0
NC(=O)c1cc2n(n1)C(C(F)(F)F)CC(c1ccc(Cl)c(Cl)c1)N2 (configuration not stated)
→ 25 | 0
O=S1(=O)CCC(NCCO)C1 (configuration not stated)
→ 0 | 0
Cc1cccc(C(=O)N2CC(C)C(c3nc(-c4ccccc4)no3)C2)c1 (configuration not stated)
→ -6 | -6
CCc1cccc(C)c1NC(=O)Cc1ccccc1OC
→ -2 | -6
N#Cc1ccc(CSCC(O)C(O)CSCc2ccc(C#N)cc2)cc1 (configuration not stated)
→ -9 | /
O=C(Nc1c(C(=O)NCCc2ccccc2)cnn1-c1ccccc1)c1ccccc1F
→ 10 | -3
Cc1ccc(C2=N/C(=C\c3cc(Br)cs3)C(=O)O2)cc1[N+](=O)[O-]
→ 19 | -2
Cn1c(=O)c2c(nc(Cl)n2Cc2ccccc2Br)n(C)c1=O
→ -4 | 8
CC1CN(c2ccc([N+](=O)[O-])c(NCc3ccccc3)c2)CCN1 (configuration not stated)
→ 31 | 10
O=[N+]([O-])C1=C(Nc2ccc(-c3ccccc3)cc2)CS(=O)(=O)C1
→ 31 | 1
COc1ccc(-c2cc3ccc(O)c(CN4CCCCC4)c3oc2=O)cc1OC
→ -6 | -6
O=C(Nc1ccc2c(c1)CN(C(=O)C1CC1)CC2)c1c(F)cccc1Cl
→ -1 | -12
COc1cc(OC)cc(C(=O)Nc2nc(C)c(C)s2)c1
→ 10 | 1
Cc1cc(C(=O)NCc2ccc(-n3ccnc3)cc2)nn1C
→ 0 | -3
Cc1cc(C2CCCN2C(=O)c2c(Cl)cnn2C)on1 (configuration not stated)
→ -1 | -3
COc1cccc(C2=NC(C)(C)NC(c3cc(Br)ccc3O)C2)c1 (configuration not stated)
→ 100* | -4
O=C(CN1N=C(c2ccccc2)CCC1=O)NCCc1ccc(Cl)cc1
→ 29 | -16
CC(=O)N1CCC(n2c(C)nc(C(=O)Nc3ccc(C)cc3)c2C)CC1
→ 10 | -7
CCOC(=O)c1c(C)oc2cc(Br)c(OCC=C(C)C)cc12
→ -13 | -4
COc1ccc2c(c1)c(=O)oc1cc(OCc3ccc(C(=O)O)o3)ccc12
→ 11 | 19
O=C1CC(C(=O)N2CCN(c3ccccc3F)CC2)CN1Cc1ccccc1 (configuration not stated)
→ 7 | -7
COc1ccccc1C(=O)Nc1cnc(-c2ccc(Cl)cc2)nc1
→ 0 | -2
O=C(NCCCn1ccnc1)c1cnn2c(C(F)(F)F)cc(-c3ccco3)nc12
→ 14 | -6
CCc1ccc(C(=O)N2CCN(c3nc(CN4CCCCC4)cs3)CC2)cc1
→ -1 | 2
COc1ccc(NC(=O)CCN2CCN(C)CC2)cc1
→ 0 | -9
COc1ccccc1-c1nnc(NC(=O)c2ccc(S(=O)(=O)N(C)Cc3ccccc3)cc2)o1
→ 5 | -4
CCc1ccc(N2C(=O)C3N=NN(c4cccc(Cl)c4)C3C2=O)cc1 (configuration not stated)
→ -15 | 1
Cn1cc(C(=O)N2CCN(c3ccccn3)CC2)c2cccnc21
→ -10 | 0
CC1=NN(c2ccc(C)c(C)c2)C(=O)/C1=C/c1ccccc1Cl
→ 23 | 4
COc1cccc(C(=O)Nc2cc(-c3ccccn3)no2)c1
→ -3 | 2
CC1CC(=O)N(c2ccc(NC3CCCC(C)C3C)c([N+](=O)[O-])c2)C1=O (configuration not stated)
→ 51* | -13

The list continues:
Below each compound – mHTT-CaM PPI inh | Pf apPOL inh
Clc1ccc(CSc2nnc3ccccn23)cc1Cl
→ -5 | -1
CCOC(=O)c1cccc(NC(=O)N2CCC3(CC2)Nc2ccccc2-n2cccc23)c1
→ 66* | -5
Nc1nc(SCC(=O)N2CCCCC2)nc2sc3c(c12)CCCC3
→ 35 | -4
CCCCC1(CCCC)NC(=S)N(c2ccc(C)cc2)N1
→ -6 | /
COc1ccc(OC)c(C2CC(c3ccc(Cl)cc3)Nc3ncnn32)c1 (configuration not stated)
→ 14 | -6
O=c1c(O)c(Br)ccc2c(Br)c(O)c(O)c(O)c12
→ / | 100*
CCOc1cc(CNc2ccccc2)ccc1OC
→ 7 | -4
Cc1cc(-c2ccccc2)nc2oc3c(SCC(=O)c4ccc(-c5ccccc5)cc4)ncnc3c12
→ / | -4
Nc1c(C(=O)NCc2ccccn2)nnn1-c1ccc2c(c1)OCCO2
→ -3 | -2
CCCC(=O)Nc1ccc2c(c1)C(=O)CC(c1cc(OC)c(OC)c(OC)c1)O2 (configuration not stated)
→ 0 | -7
COCCNC(=O)C1(C)CCC(=O)N1c1cccc(C)c1C (configuration not stated)
→ -4 | 2
O=C(Nc1cccc(Cl)c1)Nc1nnc2ccccn12
→ 12 | 0
COc1ccc(N(C)C(=O)c2cc3cc4ccc(C)cc4nc3s2)c(OC)c1
→ 5 | -6
O=C(CN1N=C(c2ccc(Cl)cc2)CCC1=O)NCCCN1CCOCC1
→ -8 | -11
c1nnc2n1CCN(CC1CCCCC1)C2
→ 8 | -7
CCCNC(=O)c1ccc(-c2cccs2)nc1
→ -10 | 4
N#CC(C#N)=C1CCCCC1C1=CCCCC1 (configuration not stated)
→ -4 | /
Nc1c(C(=O)Nc2ccccc2)sc2ncc([N+](=O)[O-])cc12
→ 4 | -6
CCN(C(C)=O)C1CCS(=O)(=O)C1 (configuration not stated)
→ -4 | -5
Cc1cc(C)cc(NC(=O)N2CCC(n3cnc4ccccc4c3=O)CC2)c1
→ -5 | 0
CCOc1cccc(C2CC(c3ccc4c(c3)OCO4)=NC3(CCN(CC)CC3)N2)c1O (configuration not stated)
→ 10 | 4
CCOc1ccc(N2C(=O)C3C4c5ccccc5C(C(=O)O)(c5ccccc54)C3C2=O)cc1 (configuration not stated)
→ -2 | -11
O=C1OC(c2ccc(-c3ccccc3)cc2)=N/C1=C/c1ccc2c(c1)OCO2
→ 1 | 0
Cc1ccc(C(=O)N2CCCCC2c2nc(-c3cccnc3)no2)s1 (configuration not stated)
→ 4 | -3
N#CC(C(=O)c1ccccc1Cl)=C1SCCCS1
→ / | 3&-13
Cc1ccc(C)c(CN2C(=O)NC3(CCN(C(=O)c4ccc(C)c(F)c4)CC3)C2=O)c1
→ 40 | -2
CCc1ccc(NC(=O)c2noc3c2CCCC3)cc1
→ 3 | -7
Cc1ccccc1-c1csc2c(=O)n(Cc3ccncc3)cnc12
→ 0 | -5
COc1ccc(-n2nc(C(=O)N3CCCc4ccccc43)c3ccccc3c2=O)cc1
→ 9 | -7
CCNC(=O)c1csc(COc2cccc(F)c2)n1
→ 0 | -8
O=C1CC(=O)N(c2cc(Cl)cc(Cl)c2)N1
→ 28 | -2
NS(=O)(=O)c1ccc(CNC(=O)c2cccc(I)c2)cc1
→ -7 | -4
O=C(Nc1ccccc1C(=O)Nc1nccs1)c1ccc(Cl)cc1
→ -2 | 1
FC(F)(F)c1cc(C#CCN2CCOCC2)cc(C(F)(F)F)c1
→ / | -1
CCOC(=O)c1ccc(NC(=O)CCc2c(C)[nH]c(=O)n(C)c2=O)cc1
→ 2 | 2
CCOC(=O)ON=C(C(=O)c1ccccc1)c1ccccc1
→ / | 2
Cc1cc(I)ccc1NC(=O)CC1Sc2ccccc2NC1=O (configuration not stated)
→ 2 | -2
O=C(NCc1cc(F)cc(F)c1)C1CCCN(c2cnn(Cc3ccccc3)c(=O)c2)C1 (configuration not stated)
→ 1 | 3
OC1(c2ccc(F)cc2)Cc2ccccc2C2=NCCN21 (configuration not stated)
→ / | -7
C(#Cc1ccc(C(N2CCOCC2)N2CCOCC2)cc1)c1ccccc1
→ -47 | -2
COc1ccc(/C(C#N)=C/c2ccc(N3CCOCC3)cc2)cc1OC
→ 16 | -4
O=C1OC(/C=C/c2cccc([N+](=O)[O-])c2)=NC/1=C\c1ccc2c(c1)OCO2
→ 8 | 2
CCOc1ccc(CNC(=O)C2CCN(c3nc4ccccc4o3)CC2)cc1
→ 1 | -12
COc1ccc(OC)c(-c2nnc(NC(=O)Cc3cccs3)o2)c1
→ 43 | 8
CC(=O)Nc1ccc(NC(=O)c2cc(-c3ccc(Br)s3)nc3ccccc23)cc1
→ 4 | -5
COc1ccc2nc(NC(=O)/C=C/c3ccccc3OC)sc2c1
→ 22 | 0
CCOc1ccccc1Nc1ncnc2c1nc1n2CCCCC1
→ -3 | -4
CCn1cc2c3c(cccc31)CN(C(=O)c1cccc(F)c1)CC2
→ 34 | -4
CC1CCCC(NC(=O)C2(C)CCC(=O)N2C(C)c2ccccc2)C1C (configuration not stated)
→ 5 | -6
CCCNc1cc(N2CCCC(CCC(=O)NCCC(C)C)C2)ncn1 (configuration not stated)
→ 5 | -5
CN1CC(=O)N(CC(=O)N2CCc3ccccc32)c2ccccc2C1=O
→ -9 | -2
O=C(Cc1cc(=O)[nH]c(=O)[nH]1)NCCOCCO
→ -6 | 1
CCOc1ccc(-n2c(SCC(=O)N(CC)Cc3ccccc3)nc3n[nH]c(C)c3c2=N)cc1
→ 36 | -1
CC(=O)c1ccc(N2CCN(c3cnccn3)CC2)cc1
→ 9 | 3
CCOCCc1nnc(NC(=O)Nc2ccc(Cl)cc2)s1
→ 1 | -3
Cc1cc2c(Nc3ccc4c(c3)OCO4)ncnc2s1
→ 4 | 1
Cc1cccc(N2CCN(C(=O)c3ccc(Cl)c(Cl)c3)C(C)C2=O)c1C (configuration not stated)
→ 16 | -1
COc1ccc(/C=C2/C(=O)N(c3ccccc3)N=C2C)cc1[N+](=O)[O-]
→ 15 | 6
CC(=O)Nc1ccc(S(=O)(=O)N2CCN(Cc3ccc(Br)cc3)CC2)cc1
→ 35 | -10
CCCCCCC#Cc1cncc(C(=O)NNC(=O)Nc2ccc(OC(F)(F)F)cc2)c1
→ / | -3

The last four compounds of the part before come first, to join the parts.
Below each compound – mHTT-CaM PPI inh | Pf apPOL inh
Cc1cccc(N2CCN(C(=O)c3ccc(Cl)c(Cl)c3)C(C)C2=O)c1C (configuration not stated)
→ 16 | -1
COc1ccc(/C=C2/C(=O)N(c3ccccc3)N=C2C)cc1[N+](=O)[O-]
→ 15 | 6
CC(=O)Nc1ccc(S(=O)(=O)N2CCN(Cc3ccc(Br)cc3)CC2)cc1
→ 35 | -10
CCCCCCC#Cc1cncc(C(=O)NNC(=O)Nc2ccc(OC(F)(F)F)cc2)c1
→ / | -3
O=C1OCCN1C(=O)[C@H]1[C@H](c2ccc([N+](=O)[O-])cc2)C(c2ccc(F)cc2)=NN1c1ccc(Br)cc1
→ 65* | -6
O=C(O)C1CCCNC1 (configuration not stated)
→ / | 0
CC(C)OC(C(=O)c1ccccc1)c1ccccc1 (configuration not stated)
→ -12 | -4
CCCn1ccc2sc(C)c(C(=O)N3CCC(N4CCCCC4)CC3)c2c1=O
→ 19 | -11
CN(CC(=O)Nc1ccc(C(F)(F)F)cc1)S(=O)(=O)c1cccs1
→ -3 | 5
O=c1c2c(nc3cc[nH]n13)CCN(S(=O)(=O)c1ccc3c(c1)CCCC3)C2
→ 4 | -3
Cc1nc2cc(C(=O)NCc3ccccn3)ccc2n1-c1ccc(Br)cc1
→ 37 | -5
COCC1(C)OC(=O)C(C(=O)OC)=C1C (configuration not stated)
→ / | -12
CC(C)CNC(=O)c1c(O)c2cccc3c2n(c1=O)CC3
→ 14 | 3

Part of the list above, tab-delimited.
SMILES	mHTT-CaM PPI inh	Pf apPOL inh
CC(C)OC(C(=O)c1ccccc1)c1ccccc1 (configuration not stated)	-12	-4
CCCn1ccc2sc(C)c(C(=O)N3CCC(N4CCCCC4)CC3)c2c1=O	19	-11

From PubChem
